KCNK3 inh = human KCNK3 channel inhibition, primary screen | 340,000 tested, 0.84% active | B-score at 10 µM | O14649 | AID 602410 | CHO-KCNK3 thallium flux, FluxOR fluorescence; stronger effect = lower value;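 active means B-score under library mean minus 4 SD, starting fluorescence ratio at most library mean plus 5 SD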;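 further: more negative B-score means stronger inhibition of thallium flux through KCNK3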
RGS4 inh = inhibitors of human RGS4. P49798. HEK293 M3R/RGS4 inducible, Fluo-4 calcium flux; stronger effect = higher value; triggered by carbachol at its EC20. B-score at 10 µM. 310,000 tested, 0.45% active. AID 463165;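 active means B-score, a plate-corrected calcium signal, over three deviations above library mean, with baseline fluorescence within five deviations of library mean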;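 further: RGS4 expression induced by doxycycline in cells with stable M3 receptor; B-score is computed from the integrated fluorescence ratio over baseline after carbachol; higher B-score means a larger calcium signal and so more RGS4 inhibition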
Target sequence (P49798 whole entry, looked up): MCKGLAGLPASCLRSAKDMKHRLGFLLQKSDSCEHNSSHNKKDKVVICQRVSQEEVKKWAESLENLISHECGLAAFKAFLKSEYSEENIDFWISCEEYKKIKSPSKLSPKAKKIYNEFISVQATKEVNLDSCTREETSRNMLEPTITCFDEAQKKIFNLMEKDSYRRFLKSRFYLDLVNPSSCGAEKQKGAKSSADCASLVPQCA
GSK3B inh = human GSK3beta kinase inhibition; activity score (negative = inhibition), % at 10 µM; GST-GSK3beta kinase, ADP-Glo luminescence, 60 min; stronger effect = lower value; AID 2097; 300,000 tested, 0.038% active; P49841;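 active means more than half of replicate wells score below -50%, meaning over 50% inhibition versus plate controls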;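 further: 0% = median DMSO wells and -100% = median GW8510 positive control wells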
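Assay system: GST-fused GSK3beta enzyme, cell-free / Medium: Tris pH 7.5 buffer with MgCl2, DTT, BSA, heparin / Also added: peptide substrate plus 25 µM ATP (final) / Compound: 10 µM single point / Timing: kinase reaction with compound 60 min at room temperature / Detection: ADP-Glo luminescence / Benchmarks: DMSO neutral wells and GW8510 at 20 µM as positive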
KCNK9 inh = blocks the human KCNK9 two-pore domain potassium channel. AID 488922. Q9NPC2. 310,000 tested, 1.2% active. HEK293 KCNK9, FluxOR thallium flux fluorescence; stronger effect = lower value. B-score at 10 µM;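 active means ratio B-score over 3 SD below the library mean, with starting fluorescence within 5 SD of its mean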;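 further: negative B-score means less thallium flux so channel inhibition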
hERG protect = hERG (human) protection from proarrhythmic block; Q12809; CHO-hERG, FluxOR thallium flux, dofetilide IC70 present; activation (rescue from dofetilide block), less the hit threshold, % at 10 µM; 310,000 tested, 0.51% active;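 active means activation above the mean of controls blocked by dofetilide plus 5 SD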;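 further: thallium influx through hERG after potassium depolarization seen as dye fluorescence rise; in these data hits start at about 4.7%; inactives centre near -7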
PolyA inh = blocks polyadenylation in yeast reporter cells | S. cerevisiae SKY197-pL101 polyadenylation reporter, beta-gal luminescence; efflux-impaired pdr1/pdr3 knockout yeast; score 100 = 6 SD above DMSO | calls only at 12 µM | 300,000 tested, 0.02% active | AID 1875;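 active means lowest replicate activity score at least 50, where 100 means six control SD above control mean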;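 further: yeast exposed to compound for 9 h at 30 °C; higher score means more reporter readthrough which indicates perturbed polyadenylation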
Dyrk1A ADPGlo = inhibitors of rat Dyrk1A kinase; ADP-Glo luminescence, NFATc1 peptide; Q63470; inhibition, % at 12.5 µM; AID 504441; 310,000 tested, 0.43% active; in the data active means inhibition above about 50%;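 further: plate controls were vehicle with enzyme for no effect and no enzyme for full effect; many of its hits are not listed in these tables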
KCNQ1 act = potentiates or activates the human KCNQ1 potassium channel; P51787; 310,000 tested, 0.35% active; CHO-K1 KCNQ1, thallium flux FluxOR fluorescence; stronger effect = higher value; B-score at 10 µM;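 active means fluorescence ratio B-score, a plate-corrected score, at least three library SD, with initial intensity B-score within 5 SD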
Target sequence (P51787 whole entry, looked up): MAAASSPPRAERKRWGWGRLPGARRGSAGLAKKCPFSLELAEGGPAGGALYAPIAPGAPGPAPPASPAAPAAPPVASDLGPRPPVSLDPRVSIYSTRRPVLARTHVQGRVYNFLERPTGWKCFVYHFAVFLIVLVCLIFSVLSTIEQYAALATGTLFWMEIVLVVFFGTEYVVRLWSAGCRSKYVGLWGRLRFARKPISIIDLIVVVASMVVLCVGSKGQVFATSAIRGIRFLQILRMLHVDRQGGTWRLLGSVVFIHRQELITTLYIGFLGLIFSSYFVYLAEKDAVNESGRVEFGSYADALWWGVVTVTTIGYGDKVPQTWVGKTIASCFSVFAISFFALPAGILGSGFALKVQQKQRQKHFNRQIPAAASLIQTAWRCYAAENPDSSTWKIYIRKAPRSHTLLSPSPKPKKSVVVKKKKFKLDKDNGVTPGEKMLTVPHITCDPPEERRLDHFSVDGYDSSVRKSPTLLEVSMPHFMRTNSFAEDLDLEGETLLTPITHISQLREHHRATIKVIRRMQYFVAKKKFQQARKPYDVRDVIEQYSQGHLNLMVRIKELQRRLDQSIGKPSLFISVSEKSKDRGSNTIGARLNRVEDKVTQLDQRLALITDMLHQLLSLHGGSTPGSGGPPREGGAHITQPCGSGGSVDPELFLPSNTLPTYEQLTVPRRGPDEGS
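assay system = CHO-K1 cells stably expressing KCNQ1 | medium = assay buffer, equal DMSO in all wells | timing = 37 °C overnight plating, 90-min dark dye load, 20-min compound pretreatment | measured by = kinetic FluxOR thallium fluorescence, 10-s 1-Hz baseline, 110-s post-stimulus read | measure = fluorescence change relative to baseline, converted to B score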
GSK3A inh = blocks human GSK-3 alpha kinase | ADP-Glo luminescence, 60 min | inhibition, % at 10 µM | P49840 | 320,000 tested, 0.1% active;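 in the data active means inhibition above about 50%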;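 further: GST-tagged GSK-3 alpha with peptide substrate and 25 µM ATP; 0% = DMSO neutral wells and 100% = GW8510 positive control wells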
RGS4 act = potentiators or activators of RGS4. HEK293 M3R/inducible RGS4, carbachol calcium flux Fluo4; stronger effect = lower value. B-score at 10 µM. 310,000 tested, 0.92% active. AID 463111;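 active means B-score of the integrated calcium signal more than 4 SD below the library mean, with starting fluorescence not abnormally high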;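 further: negative B-score means reduced calcium response which marks RGS4 activation or potentiation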
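System: HEK293 FlpIn-TREx cells, stable M3R, doxycycline-inducible RGS4. Timing: overnight RGS4 induction, 30 min dye load 37 °C, 20 min compound RT. Also added: carbachol, ECmax concentration. Measured by: Fluo4 fluorescence kinetic imaging of calcium. Evaluation: integrated calcium ratio converted to B score.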
KCNQ1 block = inhibitors of human KCNQ1 potassium channel. CHO-K1 KCNQ1, FluxOR thallium flux fluorescence; stronger effect = higher value. AID 2642. B-score at 10 µM. P51787. 310,000 tested, 1.3% active;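 active means compounds whose thallium flux B-score, printed positive for inhibition, exceeds three library SD while starting fluorescence stays within three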;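 further: channel opened by potassium depolarization with thallium stimulus after 20 min compound exposure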
The depositor's hits bear a star; i = inactive; · = no result given. Some of the compounds tested; rates above refer to the full screens.

Results follow in this order: KCNK3 inh	RGS4 inh	GSK3B inh	KCNK9 inh	hERG protect	PolyA inh	Dyrk1A ADPGlo	KCNQ1 act	GSK3A inh	RGS4 act	KCNQ1 block
O=C(NCCN1CCN(C(=O)C(c2ccccc2)c2ccccc2)CC1)C(=O)Nc1ccccc1
→ i	i	-3	i	-10	i	4	i	-1	i	i
CN(C)CCCn1c(N)c(C#N)c2nc(C#N)c(C#N)nc21
→ i	i	-4	i	-4	i	11	i	5	i	i
CC(=O)c1c(C)[nH]c(C(=O)OCCCCN2C(=O)c3ccccc3C2=O)c1C
→ i	i	2	i	-12	i	-5	i	5	i	i
CC(C)(C)N=Cc1c(O)ccc2oc3c(c12)CCCC3
→ i	i	3	-7.9*	-16	i	-1	i	-2	i	9*
CCCNC(=O)c1cccc(S(=O)(=O)N2CC3(C)CC2CC(C)(C)C3)c1 (stereo not drawn)
→ i	i	0	i	-13	i	-6	i	-6	i	i
CCc1ccc(C2CC(c3cccc(Cl)c3)n3nc(N)nc3N2)cc1 (stereo not drawn)
→ i	i	-1	i	-6	i	7	i	0	i	i
c1ccc(-c2nc3ccccc3[nH]2)nc1
→ i	i	0	i	-6	i	3	i	4	i	i
O=C(CSc1nnc(CNC(=O)c2cccs2)o1)Nc1cccc(Cl)c1
→ i	i	-3	i	-11	i	0	i	-1	i	i
O=C(NCc1n[nH]c(=S)n1-c1ccc(Cl)c(Cl)c1)c1cccs1
→ i	i	-2	i	-5	i	0	i	-3	i	i
COc1ccc(NC(=O)/C(=C\c2cccs2)NC(=O)c2ccco2)cc1
→ i	i	4	i	-10	i	1	i	-2	i	i
C/C(=C\C(=O)c1ccc(F)cc1)Nc1ccc(N2CCOCC2)cc1
→ i	i	2	i	-8	i	-2	i	-2	i	i
CC1SC(C)C(=O)N(CC(=O)Nc2ccc([N+](=O)[O-])cc2)C1=O (stereo not drawn)
→ i	i	2	i	-14	i	·	i	0	i	i
Brc1c(CSc2nnc(-c3ccco3)o2)nc2ccccn12
→ i	i	-2	i	-4	i	3	i	0	i	i
O=C(O)C1(S(=O)(=O)c2ccc(Cl)cc2)CCC1
→ i	i	·	i	-5	i	1	i	-4	i	i
CCOC(=O)C1CCCN(C(=O)Cc2c(F)cccc2Cl)C1 (stereo not drawn)
→ i	i	0	i	-6	i	3	i	-4	i	i
COc1ccc(S(=O)(=O)N/N=C\c2ccc(OC)c(COc3ccc(C)cc3[N+](=O)[O-])c2)cc1
→ i	i	0	i	-1	i	-11	i	1	i	i
COC(=O)c1ccc(NC(=O)c2ccc(NC(=O)c3ccco3)cc2)cc1
→ i	i	0	i	-4	i	-2	i	0	i	6*
COc1cccc(-n2ccnc2SCC(=O)Nc2ccccc2)c1
→ i	i	1	i	-8	i	6	i	-1	i	i
Oc1ccc(Cl)cc1CNc1nccs1
→ i	i	-1	i	-6	i	-5	i	-2	i	i
COc1ccc(N(CC(=O)Nc2ccccc2C)S(=O)(=O)c2ccccc2[N+](=O)[O-])c(OC)c1
→ i	i	-2	i	-11	i	-1	i	3	i	i
O=c1ccc(-c2ccc(S(=O)(=O)Nc3cccc(F)c3)o2)n[nH]1
→ i	i	1	i	-7	i	·	i	0	i	i
Cc1cc(C)nc(NS(=O)(=O)c2ccc(NC(=O)C(C)Oc3ccccc3F)cc2)n1 (stereo not drawn)
→ i	i	3	i	-2	i	-1	i	-4	i	i
Cc1ccc(NC(=O)CNC(=O)c2cccc(Cl)c2)nc1
→ i	i	0	i	-8	i	9	i	12	i	i
CSc1ccc(CN(C)CC(=O)Nc2ccccc2Br)cc1
→ i	i	3	i	-18	i	3	i	1	i	i
Cc1ccc(CN2CCCCC2C(=O)Nc2ccc(Oc3cccnc3)cc2)o1 (stereo not drawn)
→ i	i	0	i	-11	i	-1	i	0	i	i
CCOC(=O)Cc1csc(NC(=O)c2csc(C)c2)n1
→ i	i	0	i	-7	i	3	i	-1	i	i
CC(C)(C)NC(=O)C(c1ccncc1)N(C(=O)c1csnn1)c1ccccc1 (stereo not drawn)
→ i	i	-4	i	-12	i	-4	i	-1	i	i
COc1ccccc1CNC(=O)CN1CCN(S(=O)(=O)c2cccs2)CC1
→ i	i	-2	i	-19	i	2	i	1	i	i
O=C(CCC(=O)OCc1cccc([N+](=O)[O-])c1)Nc1ccccc1Cl
→ i	i	0	i	-6	i	-2	i	2	i	i
COc1cccc(C(=O)N/N=C(\CC(C)C)c2ccccc2)c1
→ i	i	4	i	-8	i	0	i	·	i	i
O=P(O)(CCc1ccccc1)CN1CCCCC1
→ i	i	10	i	1	i	-6	i	-4	i	i
O=C(c1cc(-c2ccc(Cl)s2)nc2ccccc12)N1CCOCC1
→ i	i	1	i	-11	i	-1	i	-1	i	i
Cc1cccc(N(C(=O)c2csnn2)C(C(=O)NCc2ccccc2)c2ccncc2)c1 (stereo not drawn)
→ i	i	1	i	2	i	6	i	-1	i	i
O=C(/C=C/c1ccccc1)OCCN1C(=O)c2ccccc2C1=O
→ i	i	1	i	-6	i	-3	i	-3	i	i
Cc1cccc2cc(CN(Cc3cccs3)C3(c4nnnn4C4CCCC4)CCCC3)c(=O)[nH]c12
→ i	i	2	i	-3	i	3	i	0	i	i
COc1ccc(CN(C)C(=O)c2cc(S(=O)(=O)Nc3ccccc3F)ccc2C)c(OC)c1
→ i	i	4	i	-13	i	0	i	4	i	i
COc1cccc(CN(C(=O)Cc2c[nH]c3ccccc23)C(C(=O)NC2CCCCC2)c2cccs2)c1 (stereo not drawn)
→ i	i	-7	i	-14	i	-6	i	-1	i	7*
CC(C)N(Cc1nccn1C)C(=O)c1cc(COc2cccc(C(F)(F)F)c2)on1
→ i	i	4	i	-10	i	-3	i	1	i	i
Cc1cc(=O)n(C)c(=O)n1CCCCCOc1cccc([N+](=O)[O-])c1
→ i	i	1	i	-9	i	4	i	-1	i	i
CCC(C)[C@H](NS(=O)(=O)c1ccc(C)cc1)C(=O)N1CCC(C(=O)N2CCC(C(N)=O)CC2)CC1 (stereo partly drawn)
→ i	i	3	i	-7	i	5	i	-1	i	i
O=C1[C@@H]2[C@H](Cc3ccc(O)cc3)N[C@]3(C(=O)Nc4ccccc43)[C@@H]2C(=O)N1c1ccc(F)cc1
→ i	i	0	i	-4	i	0	i	-1	i	i
Cc1ccc(/C=N/NC(=O)c2c[nH]c3ccccc23)o1
→ i	i	-4	i	-8	i	38	i	-3	i	i
CN(CC(=O)N1CCN(c2ccccc2)CC1)S(=O)(=O)c1cnc[nH]1
→ i	i	-2	i	-7	i	-4	i	-1	i	i
Nc1ccccc1-c1nnn(CC(=O)Nc2ccc3c(c2)OCCO3)n1
→ i	i	-1	i	-7	i	0	i	·	i	i
COC1=C/C(=C/c2c(N)n3c(nc2=O)sc2cc(S(C)(=O)=O)ccc23)C=CC1=O
→ i	i	-5	i	-15	·	15	i	9	i	i
COc1ccccc1/C=C1\SC(=S)N(CC(=O)NC2CCS(=O)(=O)C2)C1=O (stereo not drawn)
→ i	i	0	i	-16	i	·	i	-1	i	i
O=C(NC(=O)c1cccc(F)c1)Nc1nc(-c2ccc(F)cc2)cc(C(F)(F)F)n1
→ i	i	1	i	-6	·	4	i	-8	i	i
COc1ccc(CN(C)C(=O)CNC(=O)Cc2cccc3ccccc23)c(OC)c1OC
→ i	i	1	i	-6	i	-3	i	-6	i	i
COc1cccc(NC(=O)C2C(c3ccccc3)C2(Cl)Cl)c1 (stereo not drawn)
→ i	i	2	i	-11	i	18	i	-4	i	i
CCCc1ccc(OCC(=O)Nc2cc(S(=O)(=O)CC)ccc2O)cc1
→ i	i	-6	i	-8	i	0	i	-1	i	i
N#C/C(=C(/O)COC(=O)CCCNC(=O)c1ccc(Cl)cc1)c1nc2ccccc2[nH]1
→ i	i	1	i	-5	i	-3	i	1	i	i
COc1ccc(Cn2nnnc2CN2CCOCC2)cc1
→ i	i	2	i	-5	i	4	i	2	i	i
CCc1nnc(N/N=C/c2c(C)[nH]c3ccccc23)n1N
→ i	i	1	i	-9	i	5	i	-2	i	i
O=C1NC2=C(C(=O)CCC2)C(c2ccccc2Cl)N1 (stereo not drawn)
→ i	i	-2	i	-9	i	6	i	-1	i	i
Cc1ccc(-n2c(C)cc(C(=O)COC(=O)C3=NNC(=O)CC3)c2C)cc1
→ i	i	1	i	-5	i	1	i	11	i	i
O=C(CNCC1CCCO1)Nc1ccccc1N1CCCCCC1 (stereo not drawn)
→ i	i	-2	i	-8	i	1	i	-2	i	i
CSc1ccccc1OCc1cc(C(=O)NCCC2=CCCCC2)no1
→ i	i	2	i	-3	i	-5	i	-1	i	i
c1ccc2c(NCC3CCCO3)nc(N3CCCCC3)nc2c1 (stereo not drawn)
→ i	i	-2	i	-11	i	2	i	0	i	i
Cc1[nH]c2ccc(C(=O)N3CCN(c4ccccc4Cl)CC3)cc2c1C
→ i	i	-1	i	-7	i	-5	i	5	i	i
C=C(C)C1CC=C(C)/C(=N/NC(=O)c2cccc([N+](=O)[O-])c2)C1 (stereo not drawn)
→ i	i	9	i	-5	i	1	i	-1	i	i

Next part
Results follow in this order: KCNK3 inh	RGS4 inh	GSK3B inh	KCNK9 inh	hERG protect	PolyA inh	Dyrk1A ADPGlo	KCNQ1 act	GSK3A inh	RGS4 act	KCNQ1 block
Cc1cccc(N2C(=O)c3cccc4cccc(c34)C2=O)c1
→ i	i	-2	i	-8	i	-1	i	4	i	i
Cc1ncc([N+](=O)[O-])n1CCOC(=O)Nc1ccc([N+](=O)[O-])cc1
→ i	i	-1	i	-4	i	-3	i	-3	i	i
COCC1CCCCN1C(=O)c1ccc(OC2CCN(Cc3ccccn3)CC2)cc1 (stereo not drawn)
→ i	i	-3	i	-12	i	·	i	0	i	i
Cc1ccc(C)c(Cn2c(CO)nc3ccccc32)c1
→ i	i	1	i	-7	i	6	i	-2	i	i
Cc1ncc(CO)c2cc(C(N)=O)c(=Nc3ccccc3)oc12
→ i	i	-6	i	-14	i	3	i	15	i	i
